uPA surface inh – cell surface uPA generation inhibition; cell surface uPA generation assay, qHTS; Potency, µM (highest dose often 38.3 µM), for the others: at the highest dose activity change, negative = inhibition, usual class: inhibitors; 330,000 compounds, 0.31% hits; AID 540303; active means well fitted inhibition curve with a large enough effect; inconclusive means small, poorly fitted or top-dose-only effect; inactive means no such curve, though single readings can be large or run the other way; tested in mouse RAW 264.7 cells; further: on the % scale 0 is the no-effect control and ±100 the full control effect; nearly all actives have a fitted effect of over 55% in size
MBNL1-CUG inh – MBNL1-poly(CUG) RNA binding inhibition | Q9NR56 | TR-FRET MBNL1-His/biotin-(CUG)12 binding, 665/545 ratio | Potency, µM (doses to about 57.5 µM), for inactives: top-dose activity change, negative = inhibition, most hits filed as inhibitors | 280,000 compounds, 0.036% hits | AID 2675; active means well fitted inhibition curve with a large enough effect in the signal ratio, with a control signal flat, not every such curve was filed as active; inconclusive means small, poorly fitted or top-dose-only effect, or effect the other way, or a change in a side signal; inactive means no such curve, though single readings can be large or run the other way; the % refers to the signal ratio; further: on the % scale 0 is the no-effect control and ±100 the full control effect
Target sequence (Q9NR56 whole entry, looked up): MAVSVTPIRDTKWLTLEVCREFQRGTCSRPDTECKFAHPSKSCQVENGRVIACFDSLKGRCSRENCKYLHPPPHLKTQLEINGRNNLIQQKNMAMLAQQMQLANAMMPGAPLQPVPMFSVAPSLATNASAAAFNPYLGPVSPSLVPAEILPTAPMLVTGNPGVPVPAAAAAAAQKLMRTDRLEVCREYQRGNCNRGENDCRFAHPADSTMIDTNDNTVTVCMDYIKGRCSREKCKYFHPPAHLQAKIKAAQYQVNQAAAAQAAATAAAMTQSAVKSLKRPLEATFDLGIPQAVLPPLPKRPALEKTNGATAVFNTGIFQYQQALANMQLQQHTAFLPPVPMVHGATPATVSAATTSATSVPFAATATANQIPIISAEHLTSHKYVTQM
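MBNL1-His + Biotin-(CUG)12, cpd titration 92 nM–58 uM; Tb anti-His Ab 0.055 ng/ul, SA-XL665 5 nM (final); 60 min RT; ratiometric 665/545 nm, Ex 340 nm; normalized to buffer and full-complex controls.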
CXXC DNA block – inhibitors of human MLL CXXC domain-DNA interaction; Potency, µM (top dose mostly 115 µM), for inactives: at the top dose activity change, negative = inhibition, usual class: inhibitors; Q03164; AID 2662; 290,000 compounds, 0.037% hits; MLL-CXXC / FITC-HOXA9 DNA fluorescence polarization; active means well fitted inhibition curve with a large enough effect in the polarisation, with a control signal flat, not every such curve was filed as active; inconclusive means small, poorly fitted or top-dose-only effect, or effect the other way, or a change in a side signal; inactive means no such curve, though single readings can be large or run the other way; the % refers to the polarisation
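Steps: dispense CXXC domain solution (7 uM) → pin compounds or unlabeled HOX-A9 DNA control → 5 min ambient → add FLSN-HOX-A9 solution (50 nM) → spin → 30 min ambient → fluorescence polarization. Tris pH 7.5/NaCl/DTT/BSA buffer.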
RORgamma inh – inhibitors of mouse ROR gamma transcriptional activity; AID 2551; 310,000 compounds, 5.4% hits; Potency, µM (doses to about 53.6 µM), without a hit: at the top dose activity change, negative = inhibition, actives largely listed as inhibitors; Drosophila S2 Gal4-RORgamma UAS-luciferase reporter, 20 h; further: on the % scale 0 is the no-effect control and ±100 the full control effect; nearly all actives have a fitted effect of over 60% in size
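Using a luciferase readout, inhibitors were identified by reduced reporter activity in Drosophila cells coexpressing a copper-inducible Gal4–ROR gamma fusion and UAS-driven Photinus luciferase, incubated 20 hr after 700 uM copper sulfate.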
ELG1 genotoxic – genotoxicity induction in ELG1-luciferase HEK293T cells; AID 504466; Potency, µM (titrated, usually from 46 µM), without a hit: at the top dose activity change, positive = activation, usual class: activators; 330,000 compounds, 1.3% hits; HEK293T ELG1-luciferase reporter, luminescence, 16 h; further: % of control where 0% means no effect; nearly all actives have a fitted effect of over 60% in size
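HEK293T cells expressing luciferase-tagged ELG1 were treated with compound or DMSO for 16 hr at 37°C. Luciferase activity was then read after 30 min with ONE-Glo at room temperature; rising signal flags genetic stress.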
Gal4-VP16 FLuc – inhibits Gal4-VP16 luciferase reporter, ROR gamma counter-screen; Potency, µM (series often up to 53.6 µM), inactives show at the highest dose activity, negative = inhibition, hits mostly inhibitors; Drosophila S2 Gal4-VP16 UAS-luciferase, luminescence, 20 h; 310,000 compounds, 3.5% hits;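 further: Gal4-VP16 expression switched on by copper sulfate through the metallothionein promoter; on the % scale 0 is the no-effect control and ±100 the full control effect; nearly all actives have a fitted effect of over 50% in size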
FLuc counter – inhibits or activates purified firefly luciferase, miR-21 counter-screen; P08659; purified FLuc, Km substrates, luminescence inhibition; Potency, µM (series often up to 57.5 µM), for inactives: top-dose activity change, negative = inhibition, most hits filed as inhibitors; 360,000 compounds, 6.9% hits; AID 588342;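 further: plate controls were vehicle for no effect and reference inhibitor for full effect; nearly all actives have a fitted effect of over 55% in size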
Target sequence (P08659 whole entry, looked up): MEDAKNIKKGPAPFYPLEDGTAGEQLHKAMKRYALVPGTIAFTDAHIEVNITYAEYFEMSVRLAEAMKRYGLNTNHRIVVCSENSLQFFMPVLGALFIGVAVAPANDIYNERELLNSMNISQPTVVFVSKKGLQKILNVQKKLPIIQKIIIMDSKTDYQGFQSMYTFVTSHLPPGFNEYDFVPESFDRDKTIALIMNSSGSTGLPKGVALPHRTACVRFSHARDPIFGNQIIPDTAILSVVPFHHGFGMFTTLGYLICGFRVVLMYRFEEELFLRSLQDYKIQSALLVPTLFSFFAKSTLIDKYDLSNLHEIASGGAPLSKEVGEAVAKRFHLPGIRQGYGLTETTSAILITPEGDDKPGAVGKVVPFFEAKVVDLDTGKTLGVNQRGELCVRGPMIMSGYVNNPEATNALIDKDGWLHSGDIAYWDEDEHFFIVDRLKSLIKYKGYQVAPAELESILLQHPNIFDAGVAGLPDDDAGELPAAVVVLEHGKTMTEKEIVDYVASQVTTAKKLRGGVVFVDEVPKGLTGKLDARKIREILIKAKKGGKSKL
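Biochemical qHTS of compounds, final roughly 60 µM downward over six points, against 10 nM purified firefly luciferase using Km concentrations of substrates (10 uM D-luciferin, 10 uM ATP) in Tris acetate pH 7.5 buffer; luminescence output.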
NPC1 prom act – NPC1 promoter activation. Huh7 NPC1 promoter luciferase reporter, 24 h. Potency, µM (series often up to 9.22 µM), inactives show top-dose activation, hits mostly activators. 320,000 compounds, 2.4% hits. AID 485313;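 further: % of control where 0% means no effect; nearly all actives have a fitted effect of over 60% in size; reporter is driven by a mutant NPC1 promoter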
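Huh7 reporter cells (NPC1 promoter driving luciferase) are dosed with compound for 24 h at 37 °C, 5% CO2; luciferase detection reagent is then added and luminescence measured after 10 min at ambient temperature.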
BRCA1 expr act – BRCA1 expression activation | Potency, µM (doses to about 46.1 µM), without a hit: top-dose activation, most hits filed as activators | AID 624202 | MCF7-BRCA1-FFLuc reporter, luminescence, 48 h; response scale: scaled: vehicle 0%, 10 µM genistein 100% | 380,000 compounds, 1.1% hits; further: nearly all actives have a fitted effect of over 80% in size; some results filed as inactive show a strong effect at the top dose
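First, MCF7-BRCA1-FFLuc cells (2000/well) attach for 2 h; next, compounds are pin-added and incubated 48 h at 37 °C; finally, luciferase reagent is added and luminescence read after 15 min.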
Rab9 prom act – activates the Rab9 promoter; Huh7 Rab9 promoter-luciferase reporter, luminescence, 24 h; Potency, µM (titrated, usually from 9.22 µM), without a hit: at the top dose activation, negative = inhibition, hits mostly activators; 320,000 compounds, 2.8% hits; further: % of control where 0% means no effect; nearly all actives have a fitted effect of over 60% in size
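Using Huh7 cells stably transfected with Rab9 promoter–luciferase, compounds were incubated 24 h at 37 °C, 5% CO2; luciferase luminescence was read 10 min after reagent addition.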
p53 reactivator – restores transcriptional activity of mutant p53; H1299 p53-A138V BP100-luciferase reporter, luminescence, 24 h; Potency, µM (titrated, usually from 92.2 µM), for inactives: at the top dose activity change, positive = activation, usual class: activators; 320,000 compounds, 0.063% hits; further: % of control where 0% means no effect; nearly all actives have a fitted effect of over 45% in size
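p53-null H1299 cells stably carrying temperature-sensitive p53-A138V and a BP100-luciferase reporter were pinned with compounds (4-point, 1:5 series) and held 24 hrs at 37 deg C. Luminescence was read 10 min after detection reagent.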
Numbers without * were called inactive; ? = inconclusive; . = not tested or not shown; [ ] = another dose, or the depositor's remark. Unless noted, the call rests on the fitted dose curve; in most records, active means well fitted curve in the direction sought with a large enough effect; inconclusive means small, poorly fitted or top-dose-only effect, or another doubt; inactive means no such curve, though single readings can be large; an effect the other way counts as inactive or inconclusive. Potency means the concentration at half of the fitted maximal effect.

Structure | BRCA1 expr act | NPC1 prom act | FLuc counter | Gal4-VP16 FLuc | Rab9 prom act | uPA surface inh | CXXC DNA block | p53 reactivator | MBNL1-CUG inh | ELG1 genotoxic | RORgamma inh
COCCN(Cc1ccccc1)C(=O)Cc1ccc(S(=O)(=O)N2CCOCC2)s1 | -11% | 0% | -2% | . | -1% | -5% | . | 7% | . | 2% | .
Cc1ccc(N=C2NC(=O)C(CC(=O)O)S2)cc1 (stereo not given) | 6% | -1% | 2% | -3% | 2% | . | -5% | 14% | 7% | -1% | -18%
COc1ccccc1N1CCN(CCCNC(=O)Nc2ccccc2C)CC1 | 4% | 1% | 0% | -2% | -3% | -3% | -7% | 4% | 0% | 0% | 6%
O=c1c2ccccc2nc(N/N=C/c2ccccc2)n1O | 15% | ? | 1.5µM* | -14% | ? | -7% | -2% | ? | 3% | 3% | 11µM*
O=C(COc1ccc2c3c(c(=O)oc2c1)CCCC3)NCc1ccncc1 | 25% | -8% | -4% | 5% | 0% | 0% | 9% | 4% | -7% | 6% | -18%
Cc1ccccc1OCc1nnc(SCC(=O)Nc2ccc3c(c2)oc2ccccc23)n1C | ? | 24% | -13% | ? | 28% | . | 33%[activator] | 10% | 5% | ? | -24%
COc1ccccc1NC(=O)C1=C(C)Nc2nc(-c3ccccc3)nn2C1c1ccccn1 (stereo not given) | -17% | -3% | 3% | 7% | -2% | 2% | 6% | -5% | -1% | 0% | -1%
Cc1cc(C(F)(F)F)n(-c2nc(C(=O)N/N=C/c3ccc(F)cc3)cs2)n1 | -78% | -3% | ? | 0% | 1% | -6% | 62%[activator] | -6% | -2% | -6% | -27%
CCOC(=O)C1=C(COC(=O)C(CC)c2ccccc2)NC(=O)NC1C (stereo not given) | 10% | -5% | 0% | . | 9% | -8% | . | -6% | . | 2% | .
Cc1nc2oc3ccccc3c(=O)c2cc1C(=O)O | 14% | 2% | -15% | 0% | -2%[1.84 µM] | 2% | -6% | 6% | 8% | 8% | 5%
COc1ccc(C)cc1NC(=O)c1sc2nc(C)nc(N3CCOCC3)c2c1C | -25% | -5% | 5% | 1% | -1% | -1% | -15% | -1% | 7% | 5% | -13%
COc1ccc(CCNC(=S)NC(=O)c2cc(OC)c(OC)c(OC)c2)cc1OC | 14% | 3% | 2% | -3% | -1% | -9% | 3% | 1% | 4% | -3% | -40%
Cc1ccc(S(=O)(=O)NC(=O)NCc2ccc3c(c2)OCO3)cc1 | -2% | 1% | 3% | 0% | 3% | 0% | 7% | 18% | -6% | 4% | -12%
Cc1ccc(N2CC(O)Cn3c2nc2c3c(=O)[nH]c(=O)n2C)cc1 (stereo not given) | 13% | -3% | ? | 1% | 0% | -2% | ? | 1% | 3% | -5% | -6%
Cc1cc(C)c2cc(CN(CCCO)S(=O)(=O)c3ccccc3F)c(=O)[nH]c2c1 | -21% | -2% | 0% | -20% | 3% | 0% | 35%[activator] | -4% | 1% | 7% | -10%
CCN1CCN(CCNC(=O)Cn2c(=O)c3cccn3c3ccc(F)cc32)CC1 | 27% | 1% | -3% | -2% | -4% | 2% | -1% | 2% | -1% | -1% | -20%
CCOc1ccccc1C(=O)Nc1cc(OC)ccc1OC | -19% | -2% | ? | -2% | -3% | -5% | -4% | 1% | -3% | -8% | 7%
CN1CCN(c2nc3c(c(=O)[nH]c(=O)n3C)n2Cc2ccccc2F)CC1 | -6% | -4% | -1% | . | 13% | -2% | 3% | . | -4% | 2% | .
Cc1cccc(N2C(=O)c3ccc(C(=O)Nc4ccccn4)cc3C2=O)c1 | 2% | 5% | ? | -4% | 4% | 3% | -3% | -2% | ? | 2% | -16%
COC(=O)c1cccc(Cn2cc([N+](=O)[O-])cn2)c1 | . | -2% | -2% | -1% | -3% | . | 2% | 10% | 4% | 7% | 0%
Cc1cccnc1CCNC(=O)C1CCC(=O)N(Cc2cccc(F)c2)C1 (stereo not given) | -6% | -1% | 1% | -2% | 9% | -4% | 3% | -3% | -6% | 1% | 1%
CS(=O)(=O)c1ccc(NC(=O)CCN2C(=O)C3CCCCC3C2=O)cc1 (stereo not given) | 7% | 1% | -2% | . | 0% | -9% | . | 0% | . | 2% | .
COc1cc(/C=C/C(=O)c2ccc(NS(=O)(=O)c3ccc(C)cc3)cc2)ccc1OC(F)F | -66% | -3% | -4% | ? | -7% | -17% | 7% | -26% | . | -16% | ?
O=C(OCCN=C1NS(=O)(=O)c2ccccc21)c1ccncc1 | 1% | -3% | 1% | 2% | 0% | . | 2% | 2% | -4% | -2% | 17%
Cc1nc(-c2ccc(C(=O)Nc3cc(S(N)(=O)=O)ccc3C)cc2)cs1 | ? | 12% | ? | 5% | 10% | -4% | 3% | . | 120%[activator] | -8% | 38%
COC(=O)c1cc(NC(=O)Nc2ccccc2)ccc1Cl | 21% | 0% | 15µM* | -6% | 19% | 1% | 14% | ? | . | -3% | 30%
COc1cccc(-c2nc(COc3ccc(Cl)cc3Cl)no2)c1 | 28% | 1% | 15µM* | 2% | 0% | -1% | -2% | 7% | -14% | 7% | 3%
COc1cccc(CNC(=O)CCCc2c[nH]c3ccccc23)c1 | 0% | 4% | 1% | -2% | 10% | -10% | 0% | 4% | -5% | -5% | 15%
CC(=O)OCC(=O)c1c[nH]c2ccccc12 | 16% | 4% | -16% | 21% | 0% | -2% | 3% | 2% | 0% | 1% | 10%
Cc1cnc(CNC(=O)C2CCC(=O)N(Cc3ccc(Cl)cc3)C2)[nH]1 (stereo not given) | -5% | 1% | 0% | 10% | 3% | 1% | -22% | 16% | 0% | 2% | 0%
O=C(COc1ccc(S(=O)(=O)N2CCCCC2)cc1)NCc1ccncc1 | 3% | 1% | -7% | -2% | -2% | 4% | -1% | -2% | 0% | 2% | 11%
Cn1c(=O)cc(SCC(=O)NCCC2=CCCCC2)c2ccc(Cl)cc21 | -25% | 2% | 12% | 4% | -3% | 1% | 9% | 1% | . | 0% | -12%
C/C(=N/NC(=O)CSc1ccccn1)c1ccc([N+](=O)[O-])cc1 | -8% | 2% | 1% | 4% | -11% | -3% | 0% | -1% | ? | -3% | 2%
C=CCNC(=O)c1ccc2c(c1)N(CC)C(=O)c1ccccc1S2 | -23% | -2% | 0% | 3% | -5% | 1% | 3% | -5% | -2% | -1% | 0%
CCOc1ccc(N(CC(=O)NCCc2ccccc2)C(=O)CCC(=O)Nc2cc(C)ccn2)cc1 | -34% | 1% | 0% | -4% | -4% | -13% | -10% | -2% | 5% | -11% | 10%
CCOc1ccc(N2C(=O)/C(=C/c3cccs3)N(C)C2=S)cc1 | 36% | -4% | 3% | -1% | 0% | 5% | -11% | 4% | -1% | 15% | -7%
CN(C(=O)COC(=O)c1cc(NS(=O)(=O)c2cc([N+](=O)[O-])ccc2Cl)ccc1O)C1CCCCC1 | -26% | 1% | ? | -6% | 5% | -2% | -20% | 1% | . | -2% | ?
NC(=O)c1ccccc1NC(=O)CN1CCN(Cc2ccc(Cl)cc2Cl)CC1 | -45% | -10% | 2% | -25% | -6% | 2% | -7% | -13% | -19% | -6% | ?
COc1ccccc1-c1sc2cc3c(cc2c1C#CC1(O)CCCCC1)OCO3 | 0% | 8% | -2% | . | -2% | 7% | . | 8% | . | -2% | .
Cc1ccc2[nH]c3c(N4CCCCCC4)ncnc3c2c1 | . | -6% | 19µM* | . | -15% | . | 11% | -21% | 3% | -27% | 8%[0.365 µM]
O=C(Nc1ccncc1)c1cc2ccccc2cc1O | -24% | 2µM* | 1.7µM* | . | 1.4µM* | -6% | . | ? | . | ? | .
CCNC(=O)CC1C(=O)N(C)C(=S)N1NC(=O)c1ccc(Cl)cc1 (stereo not given) | -11% | -2% | 0% | 1% | 5% | 1% | 5% | 9% | -7% | 1% | -32%
CCCCNC(=O)Nc1cc(C(=O)OC)ccc1C | -25% | -2% | -1% | -7% | -3% | 0% | 4% | -5% | -4% | -2% | -1%
Cc1ccc(OCCSc2nc3ccccc3n2CC(=O)O)cc1C | 9% | -2% | ? | -2% | 0% | 11% | -23% | 6% | -3% | 1% | -13%
O=[N+]([O-])c1nn(-c2ccc3c(c2)OCCO3)n(O)c1=NC1CCN(Cc2ccccc2)CC1 | 37% | 4% | 1% | ? | 22% | 4.5µM* | 6% | 16% | ? | 1% | -21%
Cc1cccc([C@@H]2[C@@H]3C(=O)N(C)C(=O)[C@@H]3[C@@H]3C(=O)Nc4ccccc4C(=O)N23)c1 | -9% | -3% | -2% | 0% | 0% | 15% | -5% | . | 3% | 4% | -3%
CCOc1ccc(-c2nnc3ccc(SCc4ccc(C(=O)OC)o4)nn23)cc1 | -31% | 0% | -9% | ? | 22% | . | -16% | -3% | 14% | -3% | -5%

Only part of the results is shown; rates above refer to the full screens.
